# Bioassay records (PubChem BioAssay)
# AmpC no deterg – AmpC beta-lactamase inhibition without detergent. P00811. AmpC nitrocefin hydrolysis, absorbance 480 nm, 0.0001% Triton. Potency, µM (doses to about 57.1 µM), for inactives: top-dose activity change, negative = inhibition, actives largely listed as inhibitors. actives 0.52% (n = 330,000);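 further: potency means the concentration at half of the fitted maximal effect; plate controls were no compound for no effect and no enzyme for full effect; nearly all actives have a fitted effect of over 20% in size; some results filed as inactive show a strong effect at the top dose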
# Target sequence (P00811 whole entry, looked up): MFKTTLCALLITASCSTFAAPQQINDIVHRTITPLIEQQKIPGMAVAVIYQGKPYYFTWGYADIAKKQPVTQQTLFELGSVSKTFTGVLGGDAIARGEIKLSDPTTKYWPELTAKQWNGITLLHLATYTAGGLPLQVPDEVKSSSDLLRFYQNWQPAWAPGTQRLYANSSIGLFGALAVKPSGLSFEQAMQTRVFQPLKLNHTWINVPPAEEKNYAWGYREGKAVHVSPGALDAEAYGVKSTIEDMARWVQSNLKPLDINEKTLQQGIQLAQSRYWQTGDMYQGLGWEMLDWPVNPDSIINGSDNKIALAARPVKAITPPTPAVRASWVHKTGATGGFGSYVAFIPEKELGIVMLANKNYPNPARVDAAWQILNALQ
#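 AmpC (5.3 nM in the dispensed reagent) in 20 mM phosphate pH 7.0 with 0.01% (detergent screen) or 0.0001% Triton X-100 was preincubated with compounds for 15 min at room temperature. Nitrocefin was then added from an 800 uM solution, and hydrolysis was followed at 480 nm.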
# TbPYK inhibitor – blocks Trypanosoma brucei pyruvate kinase; Potency, µM (titrated, usually from 76.8 µM), for the others: top-dose activity, negative = inhibition, hits mostly inhibitors; TbPYK enzyme, Kinase-Glo Plus ATP luminescence, 45 min; Q57TT1; actives 0.12% (n = 410,000); further: potency means the concentration at half of the fitted maximal effect; nearly all actives have a fitted effect of over 50% in size
#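 Luminescent Kinase-Glo Plus end-point after 45 min room-temperature reaction of T. brucei pyruvate kinase started with 130 uM ADP (final). Buffer TEA 50 mM pH 7.2 with KCl, MgCl2, BSA, Tween-20; titration-based qHTS with fitted concentration-effect curves.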
# Sm TGR inh – S. mansoni TGR enzyme inhibition; Q962Y6; purified TGR, DTNB reduction, TNB absorbance 405 nm; Potency, µM (doses to about 114 µM), for the others: top-dose activity change, negative = inhibition, actives largely listed as inhibitors; actives 3% (n = 360,000); further: potency means the concentration at half of the fitted maximal effect; nearly all actives have a fitted effect of over 60% in size
#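 Kinetic colorimetric format: TGR-catalysed, NADPH-driven DTNB reduction monitored via TNB absorbance. Enzyme dispensed at 20 nM; compound exposure 15 min at room temperature before reaction start.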
# AMA1 RON2 block – disrupts binding of P. falciparum AMA1 to RON2. actives 0.2% (n = 360,000). AlphaScreen AMA1-biotinylated RON2 peptide binding. AID 720542. Potency, µM (titrated, usually from 58.2 µM), for the others: top-dose activity change, negative = inhibition, hits mostly inhibitors;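 further: potency means the concentration at half of the fitted maximal effect; 0% = vehicle wells and -100% = peptide control; nearly all actives have a fitted effect of over 45% in size; some results filed as inactive show a strong effect at the top dose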
#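 AMA1 (3D7) with his tag at 25 nM final met compounds first, then biotinylated RON2 peptide at 25 nM; detection used donor plus acceptor beads, 10 µg/mL apiece, read by AlphaScreen after 30 min at room temperature.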
# LmPK inh – inhibitors of Leishmania mexicana pyruvate kinase. purified LmPK, Kinase-Glo ATP luminescence, 1 h. Potency, µM (titrated, usually from 57.5 µM), for inactives: top-dose activity change, negative = inhibition, usual class: inhibitors. actives 0.37% (n = 290,000); further: potency means the concentration at half of the fitted maximal effect
# Target sequence (Q27686 whole entry, looked up): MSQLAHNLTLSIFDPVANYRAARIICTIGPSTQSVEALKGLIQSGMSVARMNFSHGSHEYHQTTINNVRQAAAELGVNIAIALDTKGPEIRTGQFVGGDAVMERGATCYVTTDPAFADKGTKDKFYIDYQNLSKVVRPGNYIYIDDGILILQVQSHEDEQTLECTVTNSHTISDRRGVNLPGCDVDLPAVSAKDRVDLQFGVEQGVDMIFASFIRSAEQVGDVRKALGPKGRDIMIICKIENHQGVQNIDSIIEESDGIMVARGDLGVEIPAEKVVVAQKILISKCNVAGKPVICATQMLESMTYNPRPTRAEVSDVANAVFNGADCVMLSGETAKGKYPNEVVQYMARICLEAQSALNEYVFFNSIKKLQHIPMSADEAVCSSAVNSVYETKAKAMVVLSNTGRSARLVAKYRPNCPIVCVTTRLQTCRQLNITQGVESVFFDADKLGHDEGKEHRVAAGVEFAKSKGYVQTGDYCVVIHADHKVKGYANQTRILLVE
#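 Screened at intermediate enzyme activity to detect both inhibitors and activators: LmPK at 0.1 nM, with a 0.5 nM enzyme column as activation reference. PEP 0.5 mM, ADP 0.1 mM; ATP detected by luminescence after 1 h.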
# AmpC detergent – inhibitors of E. coli AmpC beta-lactamase with detergent; P00811; AmpC hydrolysis of nitrocefin, absorbance 480 nm, 0.01% Triton; Potency, µM (doses to about 114 µM), for inactives: at the top dose activity change, negative = inhibition, hits mostly inhibitors; actives 0.041% (n = 370,000); AID 485294;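 further: potency means the concentration at half of the fitted maximal effect; 0% = no-compound wells and -100% = no-enzyme wells; nearly all actives have a fitted effect of over 25% in size; some results filed as inactive show a strong effect at the top dose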
#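 AmpC (5.3 nM in the dispensed reagent) in 20 mM phosphate pH 7.0 with 0.01% (detergent screen) or 0.0001% Triton X-100 was preincubated with compounds for 15 min at room temperature. Nitrocefin was then added from an 800 uM solution, and hydrolysis was followed at 480 nm.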
# HCMV antiviral – inhibitors of human cytomegalovirus. HFF cells, HCMV-luciferase reporter, 72 h; active compounds read low. AID 1259415. actives 4.5% (n = 410,000). activity change, negative = inhibition, % at 57.5 µM; in the data active means activity change below about -60%; inconclusive means no clear call, values can overlap the other calls; inactive means above about -39%
#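 Screen run at 2 compound doses on HFFs infected with reporter HCMV, MOI 1 PFU/cell. Luciferase activity from cell lysates at 72 h post infection gave inhibition relative to buffer-only and Salinomycin wells.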
# Numbers without * were called inactive; ? = inconclusive; nt = no result given; [ ] = another dose, or the depositor's remark. Unless noted, the call rests on the fitted dose curve; in most records, active means well fitted curve in the direction sought with a large enough effect; inconclusive means small, poorly fitted or top-dose-only effect, or another doubt; inactive means no such curve, though single readings can be large; an effect the other way counts as inactive or inconclusive. Unless noted, on the % scale 0 is the no-effect control and ±100 the full control effect.
# Fields: AmpC no deterg	TbPYK inhibitor	Sm TGR inh	AMA1 RON2 block	LmPK inh	AmpC detergent	HCMV antiviral
1. CCN(CC)c1ccc(NC(=O)c2cc(C)nc3c2c(C)nn3-c2ccc(C)cc2)c(C)c1
→ nt	0.5%	-12.3%	nt	nt	-6.6%	18.5
2. Fc1ccccc1Cc1noc(CN2CCN(C/C=C/c3ccccc3)CC2)n1
→ 173.5%[activator]	2.3%	-4.9%	-7.6%	9.6%	2.3%	-26.9
3. CN(Cc1ccc(OC(F)F)cc1)C(=O)C1CCN(S(=O)(=O)c2ccc3c(c2)OCCO3)CC1
→ 46.7%	-7.2%	-7.4%	8.7%	nt	-1.4%	-35.8
4. O=C1S/C(=C/c2ccccc2F)C(=O)N1CCN=C1NS(=O)(=O)c2ccccc21
→ -12.3%	-4.8%	-0.4%	20.7%	-0.4%	-8.4%	-38.1
5. O=C(c1ccc(-c2cccc(Cl)c2)o1)N1CCN(c2ccc([N+](=O)[O-])cc2)CC1
→ -21.8%	-15.8%	3.2%	-6.0%	0.9%	?	-4.4
6. Cc1cccc(-n2c(C)c(-c3ccccc3)[nH]c2=S)c1
→ -58.0%	-36.3%	-12.0%	25.3%	-1.8%	-12.2%	-20.4
7. Cc1csc(NC(C)c2nc3cc(Cl)c(Cl)cc3n2CCCO)n1 (centres undefined)
→ nt	-8.5%	nt	20.3%	nt	nt	7.8
8. Cc1cccc(C)c1NC(=O)CN(C)C(=O)c1cccc(S(=O)(=O)N2CCN(C)CC2)c1
→ -20.7%	1.6%	5.0%	2.0%	nt	-7.2%	-19.4
9. CCNC(=S)NNC(=O)c1ccncc1
→ -12.0%	-3.3%	-1.5%	89.6%[activator]	-0.9%	-10.8%	-30.2
10. COc1cc(C(=O)N2CCN(c3cccc(C(F)(F)F)c3)CC2)ccc1OCC(=O)N1CCOCC1
→ nt	1.8%	nt	-4.3%[11.6 µM]	nt	nt	0.0
11. CCc1cc(=O)oc2cc(OCC(=O)OC)c(Cl)cc12
→ -0.7%	5.4%	1.9%	2.6%	-1.3%	-6.0%	35.9
12. COc1cc(OC)c(C=NNC(=S)NC23CC4CC(CC(C4)C2)C3)c(OC)c1
→ nt	-9.6%	nt	20.2%	nt	nt	-32.6
13. Cn1c(COc2ccccc2)nnc1SCc1nc2ccccc2[nH]1
→ -10.0%	0.5%	3.7%	42.2%[activator]	0.9%	?	9.6
14. CC(=O)C1=C(C)Nc2ncnn2C1c1cccc(OCc2ccccc2)c1 (centres undefined)
→ -1.2%	0.0%	-8.2%	5.1%	-2.8%	?	7.7
15. Cc1cc(C(=O)OCC(=O)NC2CC2)ccc1[N+](=O)[O-]
→ -11.0%	6.1%	0.9%	-4.8%	nt	-6.2%	0.1
16. Oc1c(C=Nc2cccc3cccnc23)sc2ccccc12
→ -33.0%	nt	-0.1%	nt	?	2.2%	-23.5
17. O=C(NCCCn1cccn1)c1cc(COc2ccccc2)on1
→ nt	4.2%	nt	8.0%	nt	nt	-26.5
18. COc1ccc(CCNC(=O)CC2Nc3cc(C)c(C)cc3NC2=O)cc1OC (centres undefined)
→ -1.0%	-9.4%	19.7%	-1.8%	1.3%	-2.4%	12.3
19. CC(C)OCCCNC(=O)CN1C(=O)c2ccccc2Sc2ncccc21
→ nt	2.7%	-2.0%	nt	nt	17.0%	-22.7
20. O=S(=O)(c1ccc(N2CCCC2)nc1)N1CCOCC1
→ -6.0%	-8.9%	-0.7%	0.9%	-7.9%	-13.6%	10.2
21. CS(=O)(=O)N1CCc2cc(-c3csc(NC(=O)Cc4cccs4)n3)ccc21
→ nt	-0.6%	-0.3%	-11.1%	-8.1%	?	-94.2*
22. CCOc1ccc(CNn2cnnc2)cc1
→ -16.9%	-9.6%	-1.6%	-1.9%	0.8%	?	41.8
23. COc1ccc(S(=O)(=O)N2CCC(C(=O)NCC3CCCO3)CC2)cc1OC (centres undefined)
→ -3.9%	-1.3%	14.8%	19.2%	-10.3%	7.3%	?
24. COc1cccc(NC(=O)CSC2=Nc3ccccc3C3=NC(CC(=O)NCc4ccccc4OC)C(=O)N23)c1 (centres undefined)
→ nt	-0.1%	-7.8%	nt	nt	3.4%	-8.3
25. COc1ccc(C(=O)/C=C/Nc2ccc(S(=O)(=O)Nc3cc(OC)nc(OC)n3)cc2)c(OC)c1
→ -14.0%	3.4%	?	-16.5%	-1.5%	-3.0%	-10.8
26. O=C(NCCNC(=O)c1cccc(O)c1)c1cccc(O)c1
→ -14.8%	0.7%	5.3%	4.4%	0.0%	2.4%	-39.5
27. COc1ccc(C2CC(C(F)(F)F)n3ncc(C(=O)NCc4cccnc4)c3N2)cc1OC (centres undefined)
→ 74.9%[activator]	-1.2%	6.1%	-6.0%	4.0%	0.8%	137.1
28. CCOC(=O)C1=C(C)N(C)C(C)=C(C(=O)OCC)C1c1ccncc1
→ 40.1%	2.2%	3.1%	-10.1%	1.3%	?	78.5
29. CC(=O)OCC(=O)[C@H]1CC[C@H]2[C@@H]3CC[C@H]4C[C@H](O)CC[C@]4(C)[C@H]3C(=O)C[C@]12C
→ 68.4%[activator]	5.9%	-28.4%	3.2%	nt	-17.6%	-3.7
30. CN(c1ccccc1C(=O)Nc1ccc(F)c(Cl)c1)S(C)(=O)=O
→ -14.4%	7.1%	nt	-4.8%	1.6%	-0.6%	17.2
31. O=[N+]([O-])c1ccc(NNS(=O)(=O)c2cc(Cl)ccc2Cl)nc1
→ -51.1%	-5.8%	-20.7%	52.3%[activator]	-8.4%	-6.0%	-7.2
32. N#CCSc1nnc(C2CCCCC2)n1Cc1ccccc1
→ -4.0%	0.4%	4.7%	3.3%	0.8%	?	5.5
33. O=C(CCC(=O)CCN1CCCCC1)CCN1CCCCC1
→ nt	-4.4%	-4.1%	-5.3%	1.2%	0.9%	-4.3
34. CCOc1ccc(/C=N/Nc2nc(C)cs2)c(O)c1
→ -25.6%	-12.6%	-15.4%	63.2%[activator]	-6.7%	-13.1%	73.2
35. CN(CCc1ccccc1)C(=O)c1ccc(NC(=O)Cc2cccc(NC(=O)C3CCN(C(=O)C4CCC4)CC3)c2)cc1
→ nt	-8.1%	nt	-18.7%	nt	nt	-11.2
36. Cc1ccn2c(Nc3ccc4c(c3)OCO4)c(-c3ccc(Cl)cc3)nc2c1
→ nt	-5.9%	-9.7%	nt	nt	-0.7%	-8.3
37. Cc1cccc(-c2nnnn2-c2cccc(C)c2)c1
→ 0.2%	-22.8%	-2.4%	8.8%	-3.9%	0.2%	?
38. Cc1cn2c(=O)cc(COC(=O)c3ccc(NC(=O)C(C)Oc4ccccc4)cc3)nc2s1 (centres undefined)
→ nt	6.6%	5.0%	nt	nt	5.3%	-32.3
39. COc1cccc(CNC(=O)c2cc(=O)[nH]c3ccc(S(=O)(=O)N4CCOCC4)cc23)c1
→ -7.7%	0.0%	5.5%	-2.6%	nt	3.4%	-10.5
40. CNC(=S)N1CCc2sccc2C1C (centres undefined)
→ -11.6%	-6.6%	-5.4%	21.8%	1.1%	-3.9%	36.9
41. CCc1ccc2oc(=O)cc(CN3CCCCC3C)c2c1 (centres undefined)
→ 5.2%	-0.3%	22.5%	13.0%	1.0%	-3.3%	-19.0
42. COc1cc2c(=O)n(Cc3ccccc3Cl)c(=O)n(CC(=O)Nc3ccccc3)c2cc1OC
→ nt	1.4%	-1.4%	nt	nt	11.4%	-20.9
43. O=C(c1ccncc1)N1CCN(S(=O)(=O)c2ccccc2F)CC1
→ -3.5%	-1.1%	nt	-28.3%	nt	nt	-28.1
44. Cn1c(C(=O)OC(C(=O)NCC2CCCO2)c2cccnc2)cc2sccc21 (centres undefined)
→ 61.6%[activator]	4.8%	12.0%	0.0%	16.3%	-0.4%	-28.0
45. N#C/C(=C\c1c(Cl)cccc1Cl)c1nc2ccccc2[nH]1
→ 11.2µM*	-2.8%	-4.8%	20.7%	-0.1%	-4.5%	-69.6*
46. Cc1nnc(NC(=O)CSc2nccn2Cc2ccc(Cl)cc2)s1
→ nt	-0.5%	-0.2%	nt	nt	-2.8%	2.0
47. O=C(CCC(=O)Nc1cccc(Cl)c1)N/N=C/c1cc([N+](=O)[O-])ccc1O
→ -37.4%	3.8%	6.4%	-10.9%	5.5%	-6.2%	15.7
48. Cc1cccc[n+]1CCCCCCCCCC[n+]1ccccc1C
→ 13.6%	1.1%	-7.2%[57.1 µM]	-0.1%	-5.7%	-3.8%	?
49. O=C(N/N=C/c1ccc([N+](=O)[O-])o1)c1cc(-c2ccc(-c3ccccc3)cc2)nc2ccccc12
→ ?	3.4%	?	-3.0%	1.6%	1.9%	-98.7*
50. CCOC(=O)C1(C)CCN1C(=O)c1ccccc1OC(F)(F)F (centres undefined)
→ nt	0.0%	nt	10.5%	nt	nt	10.9
51. COc1cc([N+](=O)[O-])ccc1NC(=S)NNC(=O)CCC(=O)Nc1ccccc1Cl
→ -0.7%	-21.6%	-8.3%	93.2%[activator]	-10.4%	8.8%	-2.6
52. CCS(=O)(=O)NCCc1cc2ccc(C)cc2[nH]c1=O
→ -27.0%	3.8%	-0.8%	1.6%	-0.6%	-7.0%	nt
53. COCCCNC(=O)c1cc2c(=O)oc3ccc(C)cc3c2s1
→ nt	0.0%	-13.3%	nt	nt	-9.5%	2.4
54. CCCSc1nc(N)c(C#N)c(-c2ccc(C)cc2)c1C#N
→ -11.5%	-1.9%	-18.7%	-6.9%	5.5%	-10.9%	6.8
55. CCN1C(=O)[C@H]2[C@@H](c3ccc(-c4ccc(OC)cc4)cc3)N3CCC[C@@]3(C(=O)OC)[C@H]2C1=O
→ 154.7%[activator]	3.5%	?	-11.6%	nt	?	-100.9*
56. O=C(NCCN1CCOCC1)c1ccc(F)cc1
→ -19.3%	-17.1%	-9.1%	6.0%	-1.0%	-5.5%	-15.2
57. CCc1ccccc1N(C)C(=O)c1cc2c(s1)-c1c(C)cccc1OC2
→ nt	-8.5%	-0.8%	nt	nt	-1.1%	-21.2
58. COc1ccc(OC)c(C(=O)CSc2nnnn2C)c1
→ 1.4%	-9.5%	?	-2.8%	0.4%	?	-13.1

# Retrieved one by one from the entries so far (two):
# Fields: AmpC no deterg	TbPYK inhibitor	Sm TGR inh	AMA1 RON2 block	LmPK inh	AmpC detergent	HCMV antiviral
33. O=C(CCC(=O)CCN1CCCCC1)CCN1CCCCC1
→ nt	-4.4%	-4.1%	-5.3%	1.2%	0.9%	-4.3
53. COCCCNC(=O)c1cc2c(=O)oc3ccc(C)cc3c2s1
→ nt	0.0%	-13.3%	nt	nt	-9.5%	2.4
